tim23-1 inh = tim23-1 yeast growth inhibition; S. cerevisiae tim23-1 growth, BacTiter-Glo luminescence, 24 h; inhibition, % at 20 µM; 330,000 tested, 1.3% active;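 active means growth inhibition of the mutant yeast at or above 50%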;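 further: temperature-sensitive mutant grown at 25 °C; plate controls were DMSO-treated mutant yeast for no effect and medium wells lacking yeast for full effect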
Mdm2-MdmX inh = human Mdm2/MdmX binding inhibition | 330,000 tested, 3% active | inhibition, % at 8 µM | AID 485346 | SaOS-2 split-luciferase Mdm2/MdmX complementation, luminescence | O15151+Q00987;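 active means inhibition of at least 50% at 8 µM in the primary screen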
Target sequence (O15151 whole entry, looked up): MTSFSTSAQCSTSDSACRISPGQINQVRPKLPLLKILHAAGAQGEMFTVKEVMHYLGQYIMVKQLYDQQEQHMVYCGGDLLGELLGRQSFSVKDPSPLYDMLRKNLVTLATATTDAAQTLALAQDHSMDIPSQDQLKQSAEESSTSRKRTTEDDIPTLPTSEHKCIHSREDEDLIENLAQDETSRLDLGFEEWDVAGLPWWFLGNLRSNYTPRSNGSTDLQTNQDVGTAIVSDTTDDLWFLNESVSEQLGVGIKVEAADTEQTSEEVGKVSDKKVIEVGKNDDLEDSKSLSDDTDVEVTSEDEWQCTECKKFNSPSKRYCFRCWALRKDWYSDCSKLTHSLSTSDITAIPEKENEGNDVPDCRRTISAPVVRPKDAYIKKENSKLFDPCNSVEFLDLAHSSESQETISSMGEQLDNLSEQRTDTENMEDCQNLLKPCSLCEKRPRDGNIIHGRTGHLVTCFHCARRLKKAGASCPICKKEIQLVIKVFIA
Target sequence (Q00987 whole entry, looked up): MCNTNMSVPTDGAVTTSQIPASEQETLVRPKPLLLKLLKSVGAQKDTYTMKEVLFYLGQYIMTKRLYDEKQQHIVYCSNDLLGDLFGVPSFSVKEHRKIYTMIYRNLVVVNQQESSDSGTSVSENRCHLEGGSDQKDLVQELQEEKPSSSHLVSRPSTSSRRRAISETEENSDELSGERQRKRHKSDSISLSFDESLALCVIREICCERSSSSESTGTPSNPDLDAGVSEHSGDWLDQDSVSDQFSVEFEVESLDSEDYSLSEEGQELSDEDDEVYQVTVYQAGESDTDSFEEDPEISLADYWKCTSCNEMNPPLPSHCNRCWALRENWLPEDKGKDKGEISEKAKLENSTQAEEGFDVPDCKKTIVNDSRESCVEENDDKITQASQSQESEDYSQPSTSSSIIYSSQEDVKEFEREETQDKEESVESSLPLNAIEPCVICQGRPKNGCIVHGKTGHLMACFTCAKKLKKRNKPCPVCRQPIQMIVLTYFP
tim10-1 inh = inhibits growth of tim10-1 mutant yeast; S. cerevisiae tim10-1 ts strain growth, BacTiter-Glo, 24 h; inhibition, % at 20 µM; 330,000 tested, 2.2% active;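 active means inhibition of at least 40%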;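 further: mutant grown at 25 °C; 0% = DMSO wells with yeast and 100% = wells holding no yeast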
CHOP UPR activ = activators of apoptotic arm of unfolded protein response (CHOP); CHO-CHOP luciferase reporter, UPR activation, luminescence; percent of tunicamycin response over DMSO baseline; activation, % at 10 µM; 330,000 tested, 0.34% active;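 active means at 10 µM dose, activation of 40% or more, normalized to positive control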;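 further: 100% = tunicamycin at 10 µg/mL and 0% = DMSO alone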
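Material: CHO-CHOP cells, stable luciferase reporter of PERK-eIF2a-CHOP signalling; quantity: 500 reporter cells seeded per well; buffer or medium: F12 medium containing 10% fetal bovine serum; compound: one dose, 10 µM in 0.5% DMSO; incubation: 6 h compound treatment, 37 °C; measured by: Steady-Glo luciferase luminescence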
XBP1 UPR activ = activators of adaptive arm of unfolded protein response (XBP1). activation, % at 20 µM. 330,000 tested, 0.33% active. CHO-XBP1 luciferase reporter, IRE1-XBP1 UPR activation, luminescence; percent of tunicamycin response, DMSO as zero. AID 463104;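 active means versus positive control, 20 µM dose yields 30% or more activation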;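 further: 100% = tunicamycin at 10 µg/mL and 0% = DMSO only wells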
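Material – CHO cell line with stable XBP1 luciferase reporter · Buffer or medium – F12 plus 10% FBS · Compound – single point, 20 µM final compound, 1% DMSO · Schedule – 16-18 h cell attachment at 37 °C, then 6 h compound exposure · Signal – Steady-Glo luminescence read · Benchmarks – high control tunicamycin 10 µg/mL final, low control DMSO vehicle only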
697 NFkB inh = lowers PMA/ionomycin-induced NF-kB signal in 697 B cells | 697 B-cell NF-kB luciferase reporter, 16 h | inhibition, % at 4 µM | 330,000 tested, 0.33% active; in the data active means inhibition above about 35%
TIM10 inh = growth inhibitors of TIM10 yeast strain; S. cerevisiae TIM10 strain growth, BacTiter-Glo luminescence, 24 h; 330,000 tested, 1.4% active; inhibition, % at 10 µM;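 active means inhibition of 40% or more at the single tested concentration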;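 further: wild-type TIM10 isogenic control strain grown at permissive 25 °C; 0% = DMSO yeast wells and 100% = minimal medium wells without yeast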
Jurkat NFkB inh = lowers PMA/ionomycin-induced NF-kB signal in Jurkat cells | 330,000 tested, 0.53% active | PMA/ionomycin-induced NF-kB luciferase reporter, luminescence | inhibition, % at 4 µM; in the data active means inhibition above about 50%
Starred values were filed as active, the others as inactive.

Values in the order: tim10-1 inh, XBP1 UPR activ, TIM10 inh, CHOP UPR activ, Jurkat NFkB inh, tim23-1 inh, Mdm2-MdmX inh, 697 NFkB inh
1	CC(=O)COC(=O)C1CCN(S(=O)(=O)c2cc([N+](=O)[O-])ccc2Cl)CC1
  14, 0, 15, 4.1, 8, 10, 23, 17
2	CCOc1ccc(NC(C(=O)Nc2cccc(C(C)=O)c2)c2ccccc2)cc1 (stereo not drawn)
  12, -2, 10, 4.7, 13, 13, 16, -5
3	CC(C)(C)c1cc(OC(=O)c2ccncc2)ccc1O
  22, 0, 35, -0.7, 10, 15, -19, 15
4	COc1cccc2sc(NN)nc12
  19, -1, 5, -0.3, -18, -5, 6, -7
5	C#CCOCCOCCOCCNc1nc(N2CCN(C(=O)[C@H](CCCN=C(N)N)n3cc(C(N)[C@@H](C)CC)nn3)CC2)nc(N2CCN(C(=O)[C@H](CC(N)=O)n3cc([C@@H](N)CC(N)=O)nn3)CC2)n1 (stereo partly drawn)
  -11, 1, -2, 0.5, -12, -13, -6, 11
6	Cc1ccc(CCNC(=O)c2ccc(CS(=O)(=O)Cc3ccc(F)cc3)o2)cc1
  10, -1, -4, 0.4, 5, -4, 22, -8
7	O=C(Nc1cccnc1)c1ccc(-c2cc(Cl)ccc2Cl)o1
  18, -3, -6, -0.7, -15, 27, 21, -2
8	COc1ccc(N(C(C)C(=O)Nc2ccc(S(=O)(=O)N3CCOCC3)cc2)S(C)(=O)=O)cc1 (stereo not drawn)
  -6, 1, -4, -0.4, -1, 1, 13, 4
9	CSc1ccc(S(=O)(=O)Nc2ccc3c(c2)NC(=O)CC3)cc1
  24, -4, 8, -2.0, 12, 17, 4, -18
10	Cc1ccc(C(=O)NCCc2ccccc2)cc1S(=O)(=O)N1CCOCC1
  -2, 0, 0, 4.6, -30, 11, -37, -16
11	CC(C)(C)NC(=O)CN1CCC(O)(c2ccccc2)CC1
  -8, -3, 7, -0.5, 19, 3, 6, 27
12	COc1cccc(C(=O)CN2C(=O)C(C)(C)Oc3ccc(C(=O)N4CCCCCC4)cc32)c1
  34, -3, 11, -0.6, -13, -8, -2, -38
13	Cc1nn(C)cc1C(C)NC(=O)c1cc(COc2c(F)cccc2F)on1 (stereo not drawn)
  13, 1, 6, -2.7, -1, 20, -16, 18
14	Cc1ccc(/C=N/NC(=O)CNC(=O)COc2ccccc2)o1
  16, 2, 3, -1.3, -2, 6, -15, -15
15	COc1cc(C(C)=O)ccc1OCC(=O)Nc1ccccc1N1CCCCC1
  14, 0, 6, -0.4, 39, 20, 35, -5

Five entries from above, screen by screen.
#15 COc1cc(C(C)=O)ccc1OCC(=O)Nc1ccccc1N1CCCCC1
#4 COc1cccc2sc(NN)nc12
#8 COc1ccc(N(C(C)C(=O)Nc2ccc(S(=O)(=O)N3CCOCC3)cc2)S(C)(=O)=O)cc1 (stereo not drawn)
#7 O=C(Nc1cccnc1)c1ccc(-c2cc(Cl)ccc2Cl)o1
#9 CSc1ccc(S(=O)(=O)Nc2ccc3c(c2)NC(=O)CC3)cc1
screen / no.	15	4	8	7	9
tim10-1 inh	14	19	-6	18	24
XBP1 UPR activ	0	-1	1	-3	-4
TIM10 inh	6	5	-4	-6	8
CHOP UPR activ	-0.4	-0.3	-0.4	-0.7	-2.0
Jurkat NFkB inh	39	-18	-1	-15	12
tim23-1 inh	20	-5	1	27	17
Mdm2-MdmX inh	35	6	13	21	4
697 NFkB inh	-5	-7	4	-2	-18

Additional records:
Values in the order: tim10-1 inh, XBP1 UPR activ, TIM10 inh, CHOP UPR activ, Jurkat NFkB inh, tim23-1 inh, Mdm2-MdmX inh, 697 NFkB inh
16	O=C(Cn1nc(Cc2ccncc2)c2ccccc2c1=O)N1CCc2ccccc2C1
  29, 0, 11, -1.7, -10, 23, 14, 6
17	COc1ccc(NS(=O)(=O)c2cccc(C(=O)NCCCN3CCCC3=O)c2)cc1
  -13, -2, -1, 0.8, -14, -5, 21, -1
18	COc1ccc(CN(C(=O)CN2C(=O)c3ccccc3S2(=O)=O)C(C(=O)NCC2CCCO2)c2ccco2)cc1 (stereo not drawn)
  3, 6, -16, 0.6, -10, -1, -4, 16
19	Cc1ccc(NC(=O)CS(=O)CC(=O)NCC2CCCO2)cc1 (stereo not drawn)
  -2, -1, -4, 0.3, -15, 10, -11, -29
20	O=c1[nH]cccc1-c1nc2ccccc2[nH]1
  -16, 7, -2, 4.3, -35, 4, -8, -15
21	COc1ccccc1/C=C1\SC(=O)N(CCC(=O)N(C)C2CCS(=O)(=O)C2)C1=O (stereo not drawn)
  12, -2, 15, 5.1, 7, 15, 4, -16
22	Cc1ccc(S(=O)(=O)Nc2ccccc2C(=O)N2CCN(C)CC2)cc1
  -11, -5, 7, -1.3, 7, -10, 13, 17
23	C=CCc1ccccc1OCC(O)CNC (stereo not drawn)
  -16, 0, 18, 1.2, -12, 11, 3, -7
24	Cc1cccc(OC(=O)c2cccnc2)c1
  -10, 3, 3, -1.7, 5, 10, -13, -8
25	COc1ccccc1NC(=O)c1c(Nc2ccccc2C)sc(C(=O)Nc2cccc(Cl)c2)c1N
  16, -1, 0, 23, 3, 21, 75*, 4
26	COc1ccc(NS(=O)(=O)c2ccc(O)c(NC(=O)c3cc4c(C)nn(-c5ccc(F)cc5)c4s3)c2)cc1
  26, -3, 23, 9.1, -1, 3, 22, -8
27	CS(=O)(=O)N1CCC(C(=O)Nc2ccc(Br)cc2F)CC1
  12, -1, 9, 1.0, -2, 11, 20, 11
28	O=C(Oc1ccc(C(=S)N2CCOCC2)cc1Br)c1cc(Cl)ccc1Cl
  32, 0, 47*, -0.9, 0, 24, 34, -18
29	CC(C)c1ccc(O)c(NC(=O)c2ncn[nH]2)c1
  10, 0, 0, -3.1, -8, 3, 17, 2
30	Cc1cccc(CS(=O)(=O)Cc2ccc(C(=O)NC3CCCC3)o2)c1
  0, -1, 2, -0.3, 1, -8, 13, 6
31	CCOc1cc(/C=N/NC(=O)C2CCCC2)ccc1OC(C)C
  27, 0, 11, 0.1, -11, 21, -8, -15
32	Cc1ccccc1C(=O)NN(C)c1nc2ccccc2nc1C(F)(F)F
  -18, 2, -10, 0.0, 21, -2, 20, -11
33	Cc1ccc(Cn2nnc3c(=O)[nH]c(C4CCCN(S(=O)(=O)c5ccc(F)cc5)C4)nc32)cc1 (stereo not drawn)
  -27, 0, -16, 0.8, -6, -27, 13, 9
34	COc1ccc(CCNC(=O)C2CCCN2C(=O)Nc2ccc(F)cc2)cc1OC (stereo not drawn)
  -9, -4, -6, -1.8, 3, -12, 0, 5
35	COc1ccccc1C1C(C(N)=O)=C(C)Nc2ncnn21 (stereo not drawn)
  -23, 3, 3, 1.5, -6, -4, 21, 2
36	O=[N+]([O-])c1ccc(C(=Nc2cccc3ccccc23)N2CCOCC2)cc1
  14, -3, -3, 0.9, 3, 7, 0, -20
37	COc1ccc(-c2cn(CCO)c(-c3ccc(Cl)nc3)n2)cc1
  -12, 0, 0, 2.4, 2, -2, -7, 15
38	O=S(=O)(Nc1nc2ccccc2nc1NCc1ccco1)c1cccs1
  31, 1, 36, 1.1, 12, 24, 7, -29
39	CCc1nnc(NC(=O)CSc2nnc(-c3c[nH]c4ccccc34)n2CC)s1
  6, -2, 8, -1.8, -8, 7, 12, 4
40	CCCn1c(SCC(=O)NCc2cccs2)nc2c1c(=O)n(C)c(=O)n2C
  0, 2, -11, -1.2, -11, 0, 4, 6
41	CCc1ccc(-n2nnnc2SCC(=O)NNC(=O)c2ccco2)cc1
  8, 1, -15, -1.6, 3, 11, -4, 4
42	Cc1ccc(CN(Cc2cccnc2)C(=O)CN2C(=O)COc3ccccc32)o1
  17, 0, -9, 0.1, 4, 14, 6, 11
43	CCC1C(=O)Nc2ccccc2N1C(=O)COc1ccccc1 (stereo not drawn)
  -3, -2, 5, 0.4, 5, -5, 21, 0
44	COc1ccc(CCc2nnc(NS(C)(=O)=O)s2)cc1
  1, -2, 3, 1.0, -7, -3, -37, 8
45	O=S(=O)(N1CCOCC1)n1nnc2ccccc21
  -7, -4, 4, -2.0, 5, 13, -11, -1
46	CC(=O)N1CCC(CCCC2CCN(C(C)=O)CC2)CC1
  14, -3, 11, 0.0, -9, 16, -7, 2
47	COc1ccc(CNC(=O)C(=O)NCC(c2ccco2)N2CCOCC2)cc1 (stereo not drawn)
  -11, -1, -2, -1.2, 2, -9, -5, 0
48	CCOC(=O)c1[nH]c(C)c(C(=O)OCC)c1C
  12, 8, 7, 2.2, -14, 18, -1, -12
49	COc1ccc(NC(=O)C2CCCN(S(C)(=O)=O)C2)cc1OC (stereo not drawn)
  -13, -5, -4, 0.1, -13, -23, 7, -2
50	CCCN1C(=O)c2cc(C(=O)Nc3ccccc3OC)ccc2C1Nc1ccccc1OC (stereo not drawn)
  -2, -4, -9, 0.9, 7, 18, 40, -10
51	COc1ccc(CNCCC(c2ccc(F)cc2)c2ccc(OC)cc2)cc1 (stereo not drawn)
  -2, -3, -3, -1.0, -2, 3, 66*, 6
52	O=C(N/N=C/c1ccc(Br)cc1)c1ccc(Br)o1
  -6, 1, -9, 5.1, -42, -2, -39, -83
53	Cc1c(C(=O)N2CCOCC2)sc(NC(=O)c2ccccc2F)c1C#N
  -15, -2, 9, -1.8, 5, 28, 2, -3
54	Cc1cc(N2CCOCC2)nc2ccc(NC(=S)N3CCN(Cc4ccccc4)CC3)cc12
  16, -2, 22, 4.8, -7, 7, -1, -17
55	Cc1ccc(-c2nc(N/N=C/c3cccc([N+](=O)[O-])c3)c3ccccc3n2)cc1
  34, 194*, 30, 165*, -47, 24, 26, -19
56	CCNc1cc(N2CCOCC2)nc(SC)n1
  -1, -1, 3, -1.8, 0, -4, 0, 10
57	CCSC(C)CC1C/C(=N/O)c2c(CC)noc2C1 (stereo not drawn)
  0, 0, -20, 0.7, -15, 21, 1, -8
58	S=C(NCCCc1ccccc1)Nc1ccc(Br)cc1
  64*, 0, 43*, 0.7, -3, 63*, 23, -4
59	COc1ccccc1Nc1ccc([N+](=O)[O-])cc1N
  36, 2, 27, -1.9, 2, 55*, 12, 10
60	Cc1cccc(Nc2ncnc3nc[nH]c23)c1C
  -14, 0, -4, 4.7, -5, -6, -9, 16
61	Cc1ccc(C(=O)NCCn2cc(SCC(=O)Nc3nnc(C)s3)c3ccccc32)cc1
  -1, -6, 11, -4.1, 31, 16, 14, -70
62	Nn1c(SCC(=O)NC2CCCCC2)nnc1-c1ccco1
  10, 0, 7, 1.5, -9, 7, 4, 13
63	c1ccc(CC2CCCNC2)cc1 (stereo not drawn)
  1, 0, 2, 0.1, -14, -7, 2, 6
64	COCCCNC(=S)NNC(=O)c1ccoc1C
  -4, 0, 0, 1.9, -6, 4, 15, 1

Compounds as they come. About 6.6% of those tested had a hit in this group.
